# Epigenetic reg = regulators of epigenetic silencing causing reporter derepression in mouse cells; murine LDR cells, GFP reporter derepression, 30 h; Potency, µM (titrated, usually from 53.9 µM), inactives show top-dose GFP activation, actives largely listed as activators; 280,000 tested, 0.2% active; AID 1865; also: potency is read from the fitted curve at half-maximal effect; % of control where 0% means no effect; nearly all actives have a fitted effect of over 60% in size
#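 GFP-positive cell count by laser-scanning cytometry (objects 20–120 um) after 30 h, 37 C compound exposure of murine LDR cells; reporter is CMV-GFP integrated at a silenced locus, inducible by HDAC or DNMT inhibitors.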
# KinaseGlo FLuc = counter-screen: inhibitors of Kinase-Glo firefly luciferase. Q27757. Kinase-Glo luciferase, ATP luminescence, 8 min. Potency, µM (doses to about 38.3 µM), inactives show at the top dose activity change, negative = inhibition, actives largely listed as inhibitors. 200,000 tested, 0.28% active. AID 1379; also: potency is read from the fitted curve at half-maximal effect; % is scaled to controls: 0 for no effect and ±100 for the full control effect; nearly all actives have a fitted effect of over 60% in size
#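 Recombinant Kinase-Glo luciferase, 10 uM ATP (linear range), luciferin; imidazole pH 7.2 / KCl / MgCl2 / Tween / BSA buffer; 8 min RT; luminescence.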
# HttQ103 aggreg = inhibitors of mutant huntingtin aggregate formation in PC12 cells; PC12 HttQ103-GFP aggregates, Acumen cytometry, 40 h; Potency, µM (series often up to 46.1 µM), without a hit: top-dose activity change, negative = inhibition, most hits filed as inhibitors; 220,000 tested, 1.1% active; AID 1688; also: potency is read from the fitted curve at half-maximal effect; % is scaled to controls: 0 for no effect and ±100 for the full control effect; nearly all actives have a fitted effect of over 60% in size
#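 Aggregate formation scored by laser-scanning cytometer (488 excitation, 500–530 emission) in lysed PC12 cells expressing Q103-GFP after 100 nM tebufenozide induction; library tested in dose series, with ATPLite reagent added in the multiplex.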
# CBFb-RUNX1 inh = blocks binding between human CBF-beta and RUNX1; 230,000 tested, under 10 active; Q01196+Q13951; AlphaScreen CBFb-His/RUNX1-biotin binding, biochemical; Potency, µM (doses to about 59.8 µM), inactives show top-dose activity, negative = inhibition, usual class: inhibitors; also: % of control where 0% means no effect
#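 CBF-beta (His) and RUNX1 (biotin), 30 nM each; 20 min preassociation; + compound, 15 min; + beads 50 ng each (Ni, streptavidin), 90 min; RT; AlphaScreen read.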
# L3MBTL1 block = L3MBTL1 (human) inhibition | AID 485360 | 230,000 tested, 0.66% active | AlphaScreen L3MBTL1–H3K9me1 peptide binding | Potency, µM (doses to about 57.1 µM), inactives show at the top dose activity, negative = inhibition, hits mostly inhibitors | Q9Y468; also: potency is read from the fitted curve at half-maximal effect; % is scaled to controls: 0 for no effect and ±100 for the full control effect; nearly all actives have a fitted effect of over 60% in size
# Target sequence (Q9Y468 whole entry, looked up): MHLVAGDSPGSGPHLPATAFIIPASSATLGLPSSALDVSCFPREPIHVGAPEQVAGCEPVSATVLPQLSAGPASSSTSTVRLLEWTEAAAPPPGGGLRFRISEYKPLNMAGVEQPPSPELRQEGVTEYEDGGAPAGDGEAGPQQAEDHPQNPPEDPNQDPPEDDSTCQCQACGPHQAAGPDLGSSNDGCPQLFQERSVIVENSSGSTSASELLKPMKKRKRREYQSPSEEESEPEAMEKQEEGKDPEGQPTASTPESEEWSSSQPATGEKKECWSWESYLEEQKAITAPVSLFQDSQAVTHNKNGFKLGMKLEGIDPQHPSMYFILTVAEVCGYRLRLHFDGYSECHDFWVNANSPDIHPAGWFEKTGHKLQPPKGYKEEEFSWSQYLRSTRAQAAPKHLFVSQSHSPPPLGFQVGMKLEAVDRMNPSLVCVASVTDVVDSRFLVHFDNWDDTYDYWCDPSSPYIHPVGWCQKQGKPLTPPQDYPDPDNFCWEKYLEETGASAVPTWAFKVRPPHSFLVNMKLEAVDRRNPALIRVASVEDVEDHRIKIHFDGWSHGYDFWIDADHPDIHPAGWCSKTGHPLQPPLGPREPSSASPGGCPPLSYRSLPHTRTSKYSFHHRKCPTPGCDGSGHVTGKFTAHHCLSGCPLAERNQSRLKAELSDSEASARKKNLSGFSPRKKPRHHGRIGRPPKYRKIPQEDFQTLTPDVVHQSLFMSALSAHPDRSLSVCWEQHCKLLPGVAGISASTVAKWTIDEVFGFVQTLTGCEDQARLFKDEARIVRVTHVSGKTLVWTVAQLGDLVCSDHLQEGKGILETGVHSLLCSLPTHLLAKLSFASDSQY
#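 L3MBTL1 50 nM + b-AHA-H3(1-15)K9me1 75 nM, 30 min RT; compound added, 30 min RT; streptavidin donor/Ni-chelate acceptor beads 10 ug/mL each final, 30 min RT dark; AlphaScreen read.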
# IMPase Li cell = cell-permeable IMPase inhibitors with lithium potentiation | CHO-M1 cells, IP1 TR-FRET (IP-One), carbachol + lithium | Potency, µM (doses to about 59.4 µM), for inactives: at the highest dose activity, negative = IMPase inhibition, most hits filed as inhibitors | 210,000 tested, 0.35% active | AID 1457;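 also: IP1 builds up when IMPase is blocked and the TR-FRET signal falls; potency is read from the fitted curve at half-maximal effect; plate controls were basal vehicle for no effect and high inhibitor control for full effect; nearly all actives have a fitted effect of over 50% in size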
#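 Test compounds were applied to CHO-M1 cells previously cultured for 16–30 h at 2000 per well. A small lithium amount accompanied them; after 30 min at 37C, IP1 was quantified by TR-FRET.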
# NPSR antagonist = antagonists of human neuropeptide S receptor cAMP signaling. CHO-NPSR cells, cAMP TR-FRET, antagonist mode. Potency, µM (doses to about 38.3 µM), for inactives: at the top dose activity change, negative = inhibition, most hits filed as inhibitors. 220,000 tested, 1% active. AID 1461; also: potency is read from the fitted curve at half-maximal effect; % is scaled to controls: 0 for no effect and ±100 for the full control effect; nearly all actives have a fitted effect of over 50% in size; many of its hits are not listed in these tables
# Starred values were filed as active, the others as inactive; u = inconclusive; x = no result given; [ ] = dose if it differs, or a comment. Calls follow the shape of the dose curve; as a rule, active = well fitted curve in the direction sought with a large enough effect; inconclusive = small, poorly fitted or top-dose-only effect, or another doubt; inactive = no such curve, though single readings can be large; an effect the other way counts as inactive or inconclusive. Only part of the results is shown. The share of hits here may be higher or lower than overall.
# Sample of the layout:
SMILES,CBFb-RUNX1 inh,HttQ103 aggreg,KinaseGlo FLuc,L3MBTL1 block,Epigenetic reg,NPSR antagonist,IMPase Li cell
COc1ccc(C(=O)NCc2ccccc2)cc1S(=O)(=O)N1CCCc2ccccc21,-5.7%,13.3%,-4.0%,x,1.0%,-23.8%[46.1 µM],30.0%[38.3 µM]
CS(=O)(=O)Nc1ccccc1C(=O)NCc1ccccc1Cl,3.8%,0.7%,-0.8%,4.0%[11.4 µM],-0.1%,2.8%,7.0%
O=c1c2ccccc2ncn1CCCSc1ccccc1,0.6%,0.2%,2.9%,9.9%,2.5%,-4.7%[46.1 µM],-9.4%[38.3 µM]

# The listing, repeating the preview:
SMILES,CBFb-RUNX1 inh,HttQ103 aggreg,KinaseGlo FLuc,L3MBTL1 block,Epigenetic reg,NPSR antagonist,IMPase Li cell
COc1ccc(C(=O)NCc2ccccc2)cc1S(=O)(=O)N1CCCc2ccccc21,-5.7%,13.3%,-4.0%,x,1.0%,-23.8%[46.1 µM],30.0%[38.3 µM]
CS(=O)(=O)Nc1ccccc1C(=O)NCc1ccccc1Cl,3.8%,0.7%,-0.8%,4.0%[11.4 µM],-0.1%,2.8%,7.0%
O=c1c2ccccc2ncn1CCCSc1ccccc1,0.6%,0.2%,2.9%,9.9%,2.5%,-4.7%[46.1 µM],-9.4%[38.3 µM]
O=C(NCCCNCCCNC(=O)c1ccc(/C=N/O)nc1)c1ccc(/C=N/O)nc1,-11.8%,4.9%[9.22 µM],x,x,-0.4%,-0.1%,x
O=C1N/C(=C\c2ccsc2)C(=O)N1Cc1ccc(F)cc1,1.3%,11.3%,-1.3%,-8.0%,0.0%,3.9%,0.8%
Cc1ccc(C(=O)OCC(=O)Nc2cccc(Cl)c2C)c(O)c1,-3.4%,-5.1%[9.22 µM],x,0.8%,1.1%,-7.2%,x
CCCS(=O)(=O)N1CCCC(C(=O)NCCc2ccc(Cl)cc2)C1 (stereo unspecified),4.3%,-1.9%,-4.2%,-0.3%,-1.2%,-8.6%[46.1 µM],-5.5%[38.3 µM]
Nc1ccc2ncccc2c1N,-9.0%,u,-7.5%,-3.5%,u,23.2%,13.6%
CCOC(=O)c1sc(NC(=O)CSc2nnc(-c3ccco3)n2CC)c(C(=O)OCC)c1C,11.8%,7.2%,1.4%,-2.9%,0.4%,u,37.0%[38.3 µM]
Cc1cccc(NC(=S)N(Cc2ccc(Cl)cc2)Cc2ccc(C(=O)O)cc2)c1,-2.9%,-11.2%,x,x,-0.4%,-42.5%,-9.9%
C=C(C)C(=O)Nc1cccc(C2=NOC3(C2)C[C@H](C(N)=O)N(C(=O)COc2ccc(Cl)cc2)C3)c1 (stereo partly specified),u,u,x,x,0.0%,12.3%,x
Nc1ccc(Br)c[n+]1Cc1cccc2cccnc12,9.1%,u,x,x,-1.6%,12.7%,x
CN(C)c1ccc(C(=S)N2CCN(C(=S)Nc3cccc4ccccc34)CC2)cc1,-4.9%,u,2.4%,-3.8%,0.9%,-0.7%,3.0%
O=C(Nc1nnc(C2CC2)s1)c1cc2c(s1)CCCCCC2,1.0%,0.0%,-7.1%,1.0%,-0.1%,u,10µM*
COc1ccc(N2CCN(Cc3cc4c(cc3O)CCC4)CC2)cc1,-18.3%,u,-4.1%,x,5.9%,-16.6%[46.1 µM],48.2%[activator][38.3 µM]
CC(C)C1C(c2ccccc2)NC(c2ccccc2)CC1(O)c1ccc(F)cc1 (stereo unspecified),12.5%,-9.9%[9.22 µM],x,2.7%,2.1%,u,x
Cc1ccc(CSC2=Nc3ccccc3C3=NC(CCC(=O)NCc4ccco4)C(=O)N23)cc1 (stereo unspecified),-5.0%,7.3%,-4.1%,-1.1%,-1.1%,-27.5%[46.1 µM],-7.8%[38.3 µM]
CCOCCCNc1c2c(nc3cc(-c4ccc(F)cc4)nn13)CCC2,-3.0%,-1.8%,-1.5%,x,-0.1%,-13.4%,-1.5%
Cc1cc(C)n(C(=O)c2c([N+](=O)[O-])c(C)nn2C)n1,-3.2%,7.1%,3.4%,4.3%,1.0%,3.1%[46.1 µM],1.2%
CCC(=O)c1cn(CC(=O)OC)c2ccccc12,2.6%,-4.7%,-3.5%,x,4.7%,-1.2%[46.1 µM],8.0%[38.3 µM]
COc1ccc(S(=O)(=O)NCc2cccs2)cc1,-12.5%,-21.0%,-1.3%,x,-3.6%,0.3%[46.1 µM],18.1%[38.3 µM]
CCOc1cccc(-c2nnc3sc(-c4cc(OC)c(OC)c(OC)c4)nn23)c1,11.2%,25.3%,0.7%,0.2%,-0.8%,-15.9%[46.1 µM],u
CC(CCc1ccccc1)NC(=O)CSc1ccccn1 (stereo unspecified),1.0%,7.0%,7.4%,x,-1.4%,-7.8%,3.4%
O=C(N/N=C/C1CC=CCC1)c1cc2ccccc2cc1O (stereo unspecified),-13.4%,2.6%,-0.8%,10.7%,0.0%,-5.0%,8.7%
COC(=O)CSc1nc2ccc(NC(=O)c3ccccc3C(=O)N3CCOCC3)cc2s1,2.3%,-17.2%,x,-2.5%,0.0%,u,x
Nc1ccc(OCc2ccco2)cc1,-1.8%,-5.9%,0.2%,-3.8%,-0.5%,5.9%,-7.5%
O=C(O)C1CCCCC1C(=O)NCCCc1ccccc1 (stereo unspecified),2.9%,-9.8%,0.8%,2.3%,2.0%,-1.1%[46.1 µM],20.6%[38.3 µM]
Cc1ccc(C2=NNC(=O)C(c3ccc(Cl)cc3)C2)cc1 (stereo unspecified),1.4%,-6.2%,-3.1%,x,-3.9%,u,32.4%[38.3 µM]
O=C(Nc1ccc(F)cc1)c1cc(-c2ccccc2)no1,-2.4%,-1.9%[9.22 µM],-3.8%,-0.8%,-4.6%,6.8%,-9.1%
S=c1nc(-c2ccco2)[nH][nH]1,-2.4%,10.1%,4.6%,x,-2.8%,-19.5%[46.1 µM],-10.3%[38.3 µM]
CCCCSc1nnc2c(n1)OC=Nc1ccccc1-2,2.4%,16.6%[9.22 µM],x,x,1.1%,-5.5%,x
CC(OC(=O)CN1C(=O)C2CCCCC2C1=O)C(=O)Nc1ncc(Cl)cc1Cl (stereo unspecified),-0.9%,7.4%,-0.1%,6.3%,-1.4%,-0.6%[46.1 µM],-22.2%[38.3 µM]
C=CC[n+]1c(-c2ccc(OCC)cc2)csc1NNC(=O)Nc1ccccc1,-17.6%,u,-1.8%,x,-0.7%,u,43.6%[activator][38.3 µM]
N#Cc1c(NC(=O)CSc2nc3ccccc3s2)sc2c1CCCC2,0.3%,-3.3%,0.4%,-8.2%,5.8%,-3.2%,6.2%
Cc1ccc(NC(=O)C(NS(=O)(=O)c2cccc3nsnc23)C(C)C)nc1 (stereo unspecified),-5.2%,-16.7%,0.1%,x,1.0%,-6.5%[46.1 µM],-2.5%[38.3 µM]
CCOC(=O)c1nnsc1NC(C)=O,8.1%,-3.0%,-1.2%,-8.0%,0.0%,-1.4%[46.1 µM],-0.9%
COc1ccc(N(CC(=O)N2CCCCC2)S(=O)(=O)c2ccccc2)c(OC)c1,-12.3%,4.4%,6.4%,-6.0%,-0.7%,-5.8%[46.1 µM],52.9%[activator][38.3 µM]
CCN(CC)CCNC(=O)c1ccc(NC(=O)c2ccc(Cl)c(S(=O)(=O)Nc3ccccc3OC)c2)cc1,-6.6%,-1.2%,-0.4%,-5.4%,3.8%,-16.3%[46.1 µM],24.3%[38.3 µM]
COC(=O)CCCCCNc1ccc(C(=O)OC)cc1N,-1.0%,-9.1%,5.6%,-5.5%,-4.8%,-23.9%[46.1 µM],32.2%[activator][38.3 µM]
Cn1c(SCC(=O)NC(c2ccccc2)c2ccccc2)nnc1-c1cccs1,-1.0%,6.7%,-5.8%,x,1.0%,-18.3%[46.1 µM],31.9%[38.3 µM]
CCOC(=O)/C(C#N)=C/c1cn(CCC(=O)O)nc1-c1ccc(Br)cc1,4.7%,27.1%,4.2%,5.0%,-3.4%,-36.0%,9.0%
C/C(=C(\C#N)C(=O)NCCCN1CCOCC1)N(C)C,4.4%,-10.7%,3.2%,-9.3%,-0.8%,-2.9%[46.1 µM],10.8%[38.3 µM]
CCc1c(C)nc2ncnn2c1N1CCC(C(=O)Nc2cccc(C(C)=O)c2)CC1,3.3%,-10.4%,2.3%,-2.7%,1.3%,8.0%[7.67 µM],-6.4%[38.3 µM]
O=C(NNC(=O)c1ccncc1)Nc1cccc([N+](=O)[O-])c1,2.2%,-16.1%[9.22 µM],2.8%,-0.1%,-3.1%,3.0%,-3.9%
N#C/C(=C/c1ccc(OCc2ccccc2)cc1)C(=O)NC1CCCCC1,3.5%,-26.9%,4.6%,3.3%,0.4%,-18.4%[46.1 µM],19.1%[38.3 µM]
CCOC(=O)COc1cc(O)c2c(=O)cc(-c3ccccc3)oc2c1,12.8%,-2.4%[9.22 µM],0.3%,2.5%,0.0%,4.6%,4.1%
c1ccc(-c2nc3ccccc3c3nncn23)cc1,3.9%,-10.6%,1.4%,x,-1.0%,-2.8%[46.1 µM],22.7%[38.3 µM]
COc1ccccc1/C=C/CN1CCCC(CCC(=O)NCc2ccc(F)c(F)c2)C1 (stereo unspecified),3.0%,10.0%[9.22 µM],3.3%,-9.7%,0.2%,22.4%,17.8%
CCOc1ccc(S(=O)(=O)N2Cc3ccccc3CC2C(=O)O)cc1 (stereo unspecified),6.4%,-14.6%[9.22 µM],x,x,-1.5%,-6.9%,x
CCOc1cc(/C=N/NC(=O)C(C)Sc2ccccn2)ccc1O (stereo unspecified),-9.6%,-13.1%,2.0%,12.4%,3.9%,-8.5%[46.1 µM],-2.7%
Cc1cc(C)c(C(=O)CSc2nnc(C)s2)c(C)c1,-3.9%,14.6%[9.22 µM],1.4%,-7.4%,-1.3%,3.2%,19.1%
O=C(NC1(C(F)(F)F)C(=O)Nc2c1c(=O)[nH]c(=O)n2Cc1ccco1)C1CC1 (stereo unspecified),4.7%,7.6%,-3.1%,2.2%,1.2%,-5.0%[46.1 µM],-7.9%
CSc1nc(Cc2ccccc2)nc2ccccc12,21.5%,-2.4%[9.22 µM],-2.3%,73.8%[activator],-3.2%,-12.0%,1.1%
Cc1noc(NS(=O)(=O)c2ccc(NC(=O)c3ccoc3C)cc2)c1C,-6.8%,-14.9%,0.0%,u,-0.9%,-4.6%[46.1 µM],20.9%[38.3 µM]
